Bioassay records as filed in PubChem.
core dimer inh – inhibitors of HCV core protein dimerization, primary screen, biochemical, TR-FRET, high-throughput. 0.33% of 300,000 active. TR-FRET GST/Flag-core106 dimerization, 1536-well. inhibition, % at 5 µM;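 active = inhibition above the mean of all tested compounds plus 3 SD, set per screening campaign, cut at about 45% in these data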
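Assay system – GST-tagged and Flag-tagged HCV core protein residues 1-106 · Quantity – core106 proteins, GST 13.5 nM and Flag 17 nM · Benchmarks – unlabelled core106 and no-GST-core106 wells · Read-out basis – percent inhibition of core106 dimerization signal · Detection – time-resolved FRET, ex 340 nm, em 617 and 671 nm · Schedule – 4 h at 22.5 °C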
PP1 inh – PP1-alpha phosphatase inhibitors, primary screen, counter-screen for PP5 inhibitor project, biochemical, fluorescence, OMFP substrate, single point; inhibition, % at 6.7 µM; AID 2235, 2010; 0.9% of 320,000 active; purified PP1alpha;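 active = inhibition above the mean inhibition of all tested compounds plus 3 SD, computed separately for each screening campaign, cut at about 15% in these data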
Target sequence (P62136 whole entry, looked up): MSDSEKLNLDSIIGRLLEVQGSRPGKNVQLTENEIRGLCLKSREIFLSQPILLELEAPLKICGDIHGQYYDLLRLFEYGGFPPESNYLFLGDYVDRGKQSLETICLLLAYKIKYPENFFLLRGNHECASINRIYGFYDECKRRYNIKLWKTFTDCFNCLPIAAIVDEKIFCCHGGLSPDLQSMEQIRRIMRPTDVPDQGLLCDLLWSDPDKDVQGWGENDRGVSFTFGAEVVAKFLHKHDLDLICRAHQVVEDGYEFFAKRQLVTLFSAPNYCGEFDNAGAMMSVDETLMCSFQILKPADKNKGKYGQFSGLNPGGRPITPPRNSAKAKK
GASC-1 inh – inhibitors of GASC-1 histone demethylase, primary screen, biochemical, fluorescence, DELFIA europium; Lysine-specific demethylase 4C (Homo sapiens), Q9H3R0; GST-JMJD2C(1-420) H3K9me3 demethylation; inhibition, % at 2.35 µM; 0.069% of 330,000 active; AID 2099, 2009;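 active = more than half of a compound's replicate wells show inhibition beyond 50%, single wells judged on their own value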;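 note: signal counts dimethyl H3K9 product captured on neutravidin plate; 0% = median of DMSO wells and 100% = 0.3 times that DMSO median; strong numbers were not always called active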
Efflux pump mplx – inhibitors of Candida efflux pumps in yeast, primary screen, S. cerevisiae, Nile Red, multiplex | inhibition, % at 10 µM | AID 485275, 2010 | 0.44% of 330,000 active | S. cerevisiae Candida pump triplex;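 active = plate passing quality check with inhibition over a set limit, or well fluorescence over plate mean plus 4 SD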;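 note: Nile Red retained in pooled yeast measured as flow cytometry median fluorescence; 0% = buffer negative control and 100% = Enniatin B positive control; higher means more Nile Red kept so more efflux inhibition; some compounds called inactive have numbers as strong as hits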
LYPLA2 counter – LYPLA2 inhibitors, primary screen, counter-screen for PME1 inhibitor project, biochemical, fluorescence polarization, FP-Rh probe ABPP; Acyl-protein thioesterase 2 (Homo sapiens), O95372; inhibition, % at 5.9 µM; 0.38% of 320,000 active; recombinant LYPLA2; AID 2177, 2009;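 active = inhibition above the screen-wide mean plus 3 SD, limit set per campaign, cut at about 26% in these data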;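 note: 0% = LYPLA2 with DMSO and 100% = wells lacking LYPLA2 enzyme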
Target sequence (O95372 whole entry, looked up): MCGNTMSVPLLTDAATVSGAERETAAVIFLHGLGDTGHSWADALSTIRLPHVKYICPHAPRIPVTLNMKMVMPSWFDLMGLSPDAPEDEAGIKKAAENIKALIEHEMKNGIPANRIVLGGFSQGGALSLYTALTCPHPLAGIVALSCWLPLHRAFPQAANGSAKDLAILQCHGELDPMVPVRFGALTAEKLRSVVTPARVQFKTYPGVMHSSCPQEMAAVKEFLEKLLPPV
CTSL1 counter – Fasciola hepatica cathepsin L1 inhibitors, primary screen, counter-screen for PFM18AAP inhibitor project, biochemical, QFRET, fluorogenic peptide substrate. recombinant F. hepatica cathepsin L1, Z-Leu-Arg-MCA fluorescence. inhibition, % at 5.96 µM. 0.49% of 300,000 active. AID 1906, 2009;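 active = inhibition above the mean of all tested compounds plus 3 SD, set per screening campaign, cut at about 17% in these data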;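 note: 0% = plate median of test compound wells and 100% = 1 µM Z-Phe-Ala-diazomethylketone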
PREPL inh – PREPL enzyme inhibitors, primary screen, biochemical, fluorescence polarization; Prolyl endopeptidase-like (Homo sapiens), Q4J6C6; recombinant PREPL, fluorescence polarization activity-based probe; inhibition, % at 5.96 µM; 0.68% of 320,000 active; AID 2751, 2010; in the data active = inhibition above about 43%;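 note: 0% = enzyme with DMSO and 100% = wells lacking enzyme; many of its hits are not listed in these tables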
TPT1 inh – Candida albicans TPT1 enzyme inhibitors, primary screen, biochemical, fluorescence polarization; tRNA 2'-phosphotransferase TPT1 (Candida albicans SC5314); recombinant caTPT1, FP RNA substrate dephosphorylation; inhibition, % at 5 µM; 0.81% of 300,000 active; AID 1962, 2009;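 active = inhibition above the mean of all tested compounds plus 3 SD, set per screening campaign, cut at about 24% in these data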;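 note: plate controls were DMSO alone for no effect and ferristatin control at 100 nM for full effect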
PP5 inh – PP5 phosphatase inhibitors, primary screen, biochemical, fluorescence; 0.18% of 320,000 active; inhibition, % at 6.7 µM; Serine/threonine-protein phosphatase 5 (Homo sapiens), P53041; purified PP5c, OMFP substrate fluorescence;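 active = inhibition above the campaign's mean inhibition across all tested compounds plus 3 SD, cut at about 9.5% in these data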;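 note: 0% = DMSO only and 100% = 100 µM cantharidin control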
Target sequence (P53041 whole entry, looked up): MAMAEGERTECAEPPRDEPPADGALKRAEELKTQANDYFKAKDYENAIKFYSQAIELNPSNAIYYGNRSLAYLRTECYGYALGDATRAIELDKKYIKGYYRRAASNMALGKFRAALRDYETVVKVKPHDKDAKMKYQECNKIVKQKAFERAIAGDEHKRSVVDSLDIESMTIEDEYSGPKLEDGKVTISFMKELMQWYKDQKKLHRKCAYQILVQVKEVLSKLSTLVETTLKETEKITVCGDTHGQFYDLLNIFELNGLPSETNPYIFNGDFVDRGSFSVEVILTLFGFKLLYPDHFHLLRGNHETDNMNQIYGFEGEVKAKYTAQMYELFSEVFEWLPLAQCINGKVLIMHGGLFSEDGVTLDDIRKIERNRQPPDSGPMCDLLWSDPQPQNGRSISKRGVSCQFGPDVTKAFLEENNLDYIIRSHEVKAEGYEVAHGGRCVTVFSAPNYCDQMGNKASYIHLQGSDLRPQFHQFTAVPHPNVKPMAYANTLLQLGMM
* hit, by the source's call. An excerpt. The share of hits here may be higher or lower than overall.

How did CCC(Sc1nc2ccc(C)cc2[nH]1)C(=O)O (stereo not given) do in these assays?
core dimer inh: 1.2; PP1 inh: -1.8; GASC-1 inh: -8.1; Efflux pump mplx: 0.0; LYPLA2 counter: 5.7; CTSL1 counter: 5.8; PREPL inh: 8.8; TPT1 inh: -0.5; PP5 inh: 0.0

What do the screens show for `CCC(C(=O)NC(C)(C)C)N(C(=O)Cn1nnc(-c2cccs2)n1)c1cnc2ccccc2c1` (stereo not given)?
core dimer inh: 6.3; PP1 inh: -3.8; GASC-1 inh: -4.7; Efflux pump mplx: 0.3; LYPLA2 counter: -6.2; CTSL1 counter: 3.1; PREPL inh: -5.3; TPT1 inh: 0.4; PP5 inh: 2.3

What do the screens show for `Cc1ccc(N(CC(=O)N2CCCCC2)S(=O)(=O)c2ccc(C)cc2)cc1`?
core dimer inh: 6.0; PP1 inh: 8.8; GASC-1 inh: 3.8; Efflux pump mplx: 0.2; LYPLA2 counter: 4.9; CTSL1 counter: 5.4; PREPL inh: 4.7; TPT1 inh: -0.6; PP5 inh: -1.6

What do the screens show for `O=C(Nc1cccc(CCc2ccccn2)c1)c1ccc(Cl)cc1`?
core dimer inh: -0.1; PP1 inh: -2.4; GASC-1 inh: 3.6; Efflux pump mplx: 0.1; LYPLA2 counter: 0.6; CTSL1 counter: 2.8; PREPL inh: -10.7; TPT1 inh: 1.4; PP5 inh: 0.6

Results for Cc1ccc(Cl)cc1NC(=O)c1cccc(OC(F)F)c1 ?
core dimer inh: -4.8; PP1 inh: 1.3; GASC-1 inh: 0.3; Efflux pump mplx: -0.1; LYPLA2 counter: 4.2; CTSL1 counter: 1.0; PREPL inh: 19.1; TPT1 inh: -0.1; PP5 inh: 2.6

What do the screens show for `Cc1cccc(-c2c3c(=O)n(C)c(=O)n(C)c3cn2CC2CCCO2)c1` (stereo not given)?
core dimer inh: -1.4; PP1 inh: -2.9; GASC-1 inh: -0.9; Efflux pump mplx: 0.0; LYPLA2 counter: 1.1; CTSL1 counter: 0.1; PREPL inh: 4.6; TPT1 inh: 0.6; PP5 inh: -2.0

How did O=C(O)c1ccc2c(c1)C(=O)N(NC(=O)c1ccc(O)cc1)C2=O do in these assays?
core dimer inh: -1.9; PP1 inh: -2.1; GASC-1 inh: 4.3; Efflux pump mplx: -0.3; LYPLA2 counter: 2.9; CTSL1 counter: -4.0; PREPL inh: 11.5; TPT1 inh: -0.6; PP5 inh: -2.6

Results for COc1cc(OC)c(C(=O)Nc2ccc3ccccc3c2)cc1OC ?
core dimer inh: 5.5; PP1 inh: 1.4; GASC-1 inh: -6.8; Efflux pump mplx: -0.1; LYPLA2 counter: -2.3; CTSL1 counter: 1.6; PREPL inh: 18.7; TPT1 inh: -0.5; PP5 inh: 1.5

How did C=CC[C@H]1CC(C)=C[C@H](CC=C)N1C(=O)c1cc(COc2ccccc2SC)on1 do in these assays?
core dimer inh: 13.5; PP1 inh: 1.6; GASC-1 inh: 2.3; Efflux pump mplx: 0.2; LYPLA2 counter: -13.9; CTSL1 counter: 3.3; PREPL inh: 12.1; TPT1 inh: 2.7; PP5 inh: 3.0

What do the screens show for `O=C(CSc1cn[nH]n1)Nc1ccccc1C(=O)O`?
core dimer inh: -0.6; PP1 inh: -0.9; GASC-1 inh: 5.0; Efflux pump mplx: 0.1; LYPLA2 counter: -3.7; CTSL1 counter: -0.9; PREPL inh: 1.4; TPT1 inh: -0.7; PP5 inh: -1.1

What do the screens show for `Cc1ccc(S(=O)(=O)N2CCN(C(=O)NCc3ccc(C(=O)O)cc3)CC2)cc1`?
core dimer inh: -10.4; PP1 inh: -0.5; GASC-1 inh: -1.4; Efflux pump mplx: -0.1; LYPLA2 counter: -5.1; CTSL1 counter: -3.9; PREPL inh: 3.9; TPT1 inh: 0.6; PP5 inh: 1.6

What do the screens show for `CC1C(=O)C(C)C(c2ccco2)NC1c1ccco1` (stereo not given)?
core dimer inh: -2.9; PP1 inh: -0.8; GASC-1 inh: 9.2; Efflux pump mplx: -0.2; LYPLA2 counter: -1.1; CTSL1 counter: -2.9; PREPL inh: -3.3; TPT1 inh: -0.9; PP5 inh: -1.5

How did Cc1ccc(Cl)cc1Nc1nc(-c2sc(NC(=O)C(C)(C)C)nc2C)cs1 do in these assays?
core dimer inh: -61.5; PP1 inh: 4.2; GASC-1 inh: -1.9; Efflux pump mplx: -0.1; LYPLA2 counter: -1.9; CTSL1 counter: 0.5; PREPL inh: 14.6; TPT1 inh: 2.8; PP5 inh: -2.2

Results for CCC(C)(C(=O)NC1CCCCC1)N(C(=O)CNC(=O)c1ccccc1)c1c(C)n(C)n(-c2ccccc2)c1=O (stereo not given) ?
core dimer inh: 4.8; PP1 inh: 2.8; GASC-1 inh: inactive; Efflux pump mplx: -0.1; LYPLA2 counter: 6.4; CTSL1 counter: -2.8; PREPL inh: 11.0; TPT1 inh: 0.1; PP5 inh: -2.5

How did CCn1cc(SCC(N)=O)c2ccccc21 do in these assays?
core dimer inh: 6.2; PP1 inh: -0.3; GASC-1 inh: 0.5; Efflux pump mplx: -0.1; LYPLA2 counter: 6.3; CTSL1 counter: -0.3; PREPL inh: -1.4; TPT1 inh: -4.2; PP5 inh: 1.4

What do the screens show for `COc1cc(C2Nc3cc(C)c(C)cc3NC3=C2C(=O)CC(C)(C)C3)ccc1OC(C)=O` (stereo not given)?
core dimer inh: -8.7; PP1 inh: -0.1; GASC-1 inh: -16.6; Efflux pump mplx: 0.3; LYPLA2 counter: 3.5; CTSL1 counter: 1.6; PREPL inh: 1.6; TPT1 inh: 5.7; PP5 inh: 3.9

What do the screens show for `O=C(CSc1ncccn1)NCCc1ccccc1`?
core dimer inh: 0.6; PP1 inh: -4.3; GASC-1 inh: -0.5; Efflux pump mplx: -0.1; LYPLA2 counter: -1.6; CTSL1 counter: -0.7; PREPL inh: -4.1; TPT1 inh: 1.4; PP5 inh: -0.8

What do the screens show for `CC(C)=CCC(C)(C)C1OCCN1C(=O)c1ccccc1` (stereo not given)?
core dimer inh: 1.1; PP1 inh: 3.9; GASC-1 inh: 6.6; Efflux pump mplx: -0.1; LYPLA2 counter: -0.1; CTSL1 counter: 2.0; PREPL inh: 7.2; TPT1 inh: -4.4; PP5 inh: -0.2

How did CCCn1cc(SCC(=O)Nc2cc(C)on2)c2ccccc21 do in these assays?
core dimer inh: -5.7; PP1 inh: 0.0; GASC-1 inh: -3.5; Efflux pump mplx: -0.1; LYPLA2 counter: 3.8; CTSL1 counter: 1.4; PREPL inh: 8.7; TPT1 inh: -4.5; PP5 inh: 0.3

Results for Cc1ccc(Nc2ncnc3sc(C)c(C)c23)cc1C ?
core dimer inh: 1.6; PP1 inh: -2.9; GASC-1 inh: -4.4; Efflux pump mplx: 0.1; LYPLA2 counter: -1.6; CTSL1 counter: 0.5; PREPL inh: 24.3; TPT1 inh: 1.9; PP5 inh: -1.0

Of the compounds above, two contain a thiophene ring, fused or not.
What do the screens show for `CCC(C(=O)NC(C)(C)C)N(C(=O)Cn1nnc(-c2cccs2)n1)c1cnc2ccccc2c1` (stereo not given)?
core dimer inh: 6.3; PP1 inh: -3.8; GASC-1 inh: -4.7; Efflux pump mplx: 0.3; LYPLA2 counter: -6.2; CTSL1 counter: 3.1; PREPL inh: -5.3; TPT1 inh: 0.4; PP5 inh: 2.3

Results for Cc1ccc(Nc2ncnc3sc(C)c(C)c23)cc1C ?
core dimer inh: 1.6; PP1 inh: -2.9; GASC-1 inh: -4.4; Efflux pump mplx: 0.1; LYPLA2 counter: -1.6; CTSL1 counter: 0.5; PREPL inh: 24.3; TPT1 inh: 1.9; PP5 inh: -1.0

The listing continues:
How did Cc1ccc(-c2cc(=O)c3cc(Cl)ccc3[nH]2)cc1 do in these assays?
core dimer inh: 1.5; PP1 inh: -3.2; GASC-1 inh: 30.1; LYPLA2 counter: -8.7; CTSL1 counter: 1.1; PREPL inh: -4.3; TPT1 inh: 0.1; PP5 inh: 1.7

Results for CCOc1ccc(OCC(=O)OC(C)C(=O)NC2CCCCC2C)cc1 (stereo not given) ?
PP1 inh: -0.6; GASC-1 inh: -0.2; Efflux pump mplx: 0.1; LYPLA2 counter: 0.9; PREPL inh: 3.2; PP5 inh: 1.6

How did O=C(Cc1cccc2ccccc12)NCC(=O)N1CCN(Cc2cccc(C(F)(F)F)c2)CC1 do in these assays?
PP1 inh: 0.3; GASC-1 inh: -6.5; Efflux pump mplx: 0.2; LYPLA2 counter: 13.7; PREPL inh: 16.4; PP5 inh: 1.4

Results for CC(NC(=O)COc1ccccc1)C(=O)NC1=NCCS1 (stereo not given) ?
core dimer inh: 2.8; PP1 inh: -0.8; GASC-1 inh: 12.7; Efflux pump mplx: 0.0; LYPLA2 counter: 4.3; CTSL1 counter: -1.1; PREPL inh: 20.8; TPT1 inh: -2.9; PP5 inh: 0.2

Results for NC(=O)NC(c1ccccc1)c1ccccc1 ?
core dimer inh: 3.9; PP1 inh: 2.4; GASC-1 inh: 3.6; Efflux pump mplx: 0.0; LYPLA2 counter: 4.1; CTSL1 counter: -3.4; PREPL inh: 23.1; TPT1 inh: 2.4; PP5 inh: 0.4

How did CCOc1ccc(N(CC(=O)NCC2CCCO2)S(=O)(=O)c2ccc(SC)cc2)cc1 (stereo not given) do in these assays?
core dimer inh: 0.5; PP1 inh: 2.8; GASC-1 inh: -0.9; Efflux pump mplx: 0.0; LYPLA2 counter: 0.7; CTSL1 counter: -0.1; PREPL inh: 8.9; TPT1 inh: -0.4; PP5 inh: 1.2

What do the screens show for `CCn1c2ccccc2c2nnc(SCC(=O)NC3CCS(=O)(=O)C3)nc21` (stereo not given)?
core dimer inh: -5.3; PP1 inh: 0.4; GASC-1 inh: 4.9; Efflux pump mplx: -0.1; LYPLA2 counter: -5.4; CTSL1 counter: 1.7; PREPL inh: 4.5; TPT1 inh: -1.2; PP5 inh: -1.5

How did C#CCOC(=O)c1ccccc1C(=O)OCC#C do in these assays?
core dimer inh: 0.4; PP1 inh: -2.1; GASC-1 inh: 5.9; Efflux pump mplx: 0.0; LYPLA2 counter: 6.4; CTSL1 counter: 0.2; PREPL inh: 5.8; TPT1 inh: -7.5; PP5 inh: -4.0

How did CCOC(=O)C1=C(N)Oc2cc(O)ccc2C1c1ccc(C)cc1 (stereo not given) do in these assays?
core dimer inh: 0.3; PP1 inh: 4.0; GASC-1 inh: -8.8; Efflux pump mplx: -0.2; LYPLA2 counter: -5.4; CTSL1 counter: 1.1; PREPL inh: 3.3; TPT1 inh: 2.1; PP5 inh: 6.4

What do the screens show for `CCCCn1c(SCc2nc3ccccc3s2)nc2cc(S(N)(=O)=O)ccc21`?
core dimer inh: 3.3; PP1 inh: 2.6; GASC-1 inh: 0.1; Efflux pump mplx: -0.1; LYPLA2 counter: -2.9; CTSL1 counter: 1.1; PREPL inh: -14.9; TPT1 inh: 0.3; PP5 inh: 0.8
